Assay outcomes deposited in PubChem BioAssay by Sanford-Burnham Center for Chemical Genomics.
tim23-1 inh: tim23-1 yeast growth inhibition; AID 463212; S. cerevisiae tim23-1 growth, BacTiter-Glo luminescence, 24 h; inhibition, % at 20 µM; actives 1.3% (n = 330,000);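 active means growth inhibition of the mutant yeast at or above 50%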;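 further: temperature-sensitive mutant grown at 25 °C; plate controls were DMSO-treated mutant yeast for no effect and medium wells lacking yeast for full effect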
NALP3 yeast inh: NALP3 inhibition in yeast; Yeast reconstituted NLRP3/ASC/caspase-1, beta-gal luminescence, 24 h; actives 0.39% (n = 330,000); inhibition, % at 10 µM;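 active means inhibition of 50% or more; inactive means inhibition below 50%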;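 further: plate controls were induced DMSO wells for no effect and uninduced yeast grown without galactose for full effect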
APJ agonist: activates the human apelin receptor APJ | P35414 | CHO-K1 APJ PathHunter beta-arrestin, luminescence; 0% DMSO wells, 100% apelin | activation, % at 20 µM | actives 0.11% (n = 330,000);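 active means activation more than six SD over the plate average, tested at 20 µM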;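 further: 0% = DMSO alone and 100% = apelin-13 at 10 nM; some results filed as inactive read as strong as hits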
Target sequence (P35414 whole entry, looked up): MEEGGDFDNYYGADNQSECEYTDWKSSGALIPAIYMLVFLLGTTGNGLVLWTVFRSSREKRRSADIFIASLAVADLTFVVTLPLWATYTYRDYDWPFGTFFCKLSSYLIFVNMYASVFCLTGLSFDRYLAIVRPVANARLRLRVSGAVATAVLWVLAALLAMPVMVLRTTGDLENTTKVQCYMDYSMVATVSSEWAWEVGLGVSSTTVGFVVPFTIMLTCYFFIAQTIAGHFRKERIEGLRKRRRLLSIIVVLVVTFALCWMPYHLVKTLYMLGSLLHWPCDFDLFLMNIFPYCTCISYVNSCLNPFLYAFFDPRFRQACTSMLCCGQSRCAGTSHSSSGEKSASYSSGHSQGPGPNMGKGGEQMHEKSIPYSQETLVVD
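assay system = CHO-K1 APJ beta-arrestin complementation cell line | input = cell density 1000 per well | dosing = compound 20 µM once, DMSO 1% | timing = compound 90 min 25 °C, reagent 1 h | measured by = luminescence from split beta-galactosidase complementation, Galacton Star/Emerald II substrate | read-out basis = APJ agonist activity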
TIM10 inh: TIM10 yeast growth inhibition; actives 1.4% (n = 330,000); AID 463195; S. cerevisiae TIM10 strain growth, BacTiter-Glo luminescence, 24 h; inhibition, % at 10 µM;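 active means inhibition of 40% or more at the single tested concentration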;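 further: wild-type TIM10 isogenic control strain grown at permissive 25 °C; 0% = DMSO yeast wells and 100% = minimal medium wells without yeast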
tim10-1 inh: growth inhibitors of tim10-1 mutant yeast; inhibition, % at 20 µM; actives 2.2% (n = 330,000); AID 463190; S. cerevisiae tim10-1 ts strain growth, BacTiter-Glo, 24 h;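 active means inhibition of at least 40%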;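 further: mutant grown at 25 °C; 0% = DMSO wells with yeast and 100% = wells holding no yeast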
APJ antag: blocks the human apelin receptor APJ. actives 0.32% (n = 330,000). P35414. AID 2521. CHO-K1 APJ beta-arrestin complementation, luminescence. inhibition, % at 20 µM;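 active means inhibition above about 40% at 20 µM, limit read from the data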;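 further: cells challenged with 10 nM apelin-13 agonist together with compound; plate controls were apelin-13 plus DMSO wells for no effect and DMSO wells lacking apelin-13 for full effect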
MPTP inh: blocks calcium-induced mitochondrial swelling; actives 1.4% (n = 360,000); inhibition, % at 10 µM; isolated mouse mitochondria, Ca2+ swelling absorbance, 30 min;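 active means inhibition of 50% or more, scaled per plate between neutral and stimulator controls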;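 further: 0% = DMSO wells given calcium and 100% = 1 mM EGTA wells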
beta cell repl: induces beta-cell replication in MIN6 cells | MIN6 cells proliferation, ATPlite luminescence, 48 h; cells starved in 0.2% serum; 100% = growth in 10% serum | proliferation, % at 10 µM | actives 0.29% (n = 330,000);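 active means compounds whose signal lies at least 3.5 SD above the mean of all wells on their plate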;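 further: 0% = DMSO-treated cells in low-serum medium and 100% = 10% serum control; some compounds called inactive have numbers as strong as hits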
NR3A LBD binder: NR3A (human) ligand-binding domain modulation. NR3A LBD differential scanning fluorimetry, Tm shift; 0% = protein alone, 100% = glycine-bound protein. Tm shift relative to glycine control, % at 25 µM. actives 2.5% (n = 340,000);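 active means melting temperature shift of at least 10% of the positive control shift, at one fixed dose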
* marks the source's active call; other numbers are inactive results; / = not tested or not shown. Not a hit list, and some 7.2% of all compounds hit somewhere here.

smiles	tim23-1 inh	NALP3 yeast inh	APJ agonist	TIM10 inh	tim10-1 inh	APJ antag	MPTP inh	beta cell repl	NR3A LBD binder
O=c1cc(-c2ccco2)oc2c1ccc1ccccc12	-12	17	0	16	23	6	0.3	6	-1
CCOC(=O)c1ccc(N/C=C/C(=O)c2ccc(OC)c(OC)c2)cc1	-7	9	-1	1	6	11	-0.8	0	3
COc1ccc(-c2nc3cc(C)ccn3c2NCC2CCCO2)cc1OC (stereo not drawn)	-21	-4	0	13	19	4	-0.9	-5	-2
COc1ccccc1NC(=O)c1c(NC(=O)CCC(=O)O)sc2c1CCCCC2	29	0	-3	-5	3	16	2.4	5	1
Cc1cc(C)n2nc(SCc3cccc(F)c3)nc2n1	14	25	-1	-13	17	-27	-0.1	-2	-2
COc1ccc(-c2cc(CN3C(=O)c4ccccc4C3=O)on2)cc1	17	-3	-6	11	0	6	1.2	-3	7
Cc1cc(CN2CCCC(C(=O)Nc3ccc(-c4nc5ccccc5[nH]4)cc3)C2)n[nH]1 (stereo not drawn)	-3	2	14	2	-19	12	0.7	-5	-3
CCc1ccc(NC(=O)COc2ccc(F)cc2C(=O)c2cnn(-c3ccccc3)c2)cc1	15	13	-4	27	19	-15	10	-1	-3
CCOCCCNC(=O)CCSc1ccc(C)cc1	20	10	-1	-6	5	-11	-0.4	0	3
O=C(O)Cc1ccc(NC(=O)c2cccs2)cc1	-2	-11	0	-2	13	13	3.0	-1	0
CCOCCOC(=O)c1ccc(-n2cnc(C)n2)nc1	6	25	2	4	4	7	-1.4	-3	-2
Nc1nnc(CCCCCCCCCCc2nnc(N)s2)s1	-14	-3	-1	-27	0	-6	21	-4	-2
O=C(Cn1ccc2cc(S(=O)(=O)N3CCCCC3)ccc21)NCc1ccccc1F	22	-7	-2	18	25	19	-1.1	-2	-4
Cc1ccc(SCC(=O)OCC(=O)NCCc2ccc(S(N)(=O)=O)cc2)c(C)c1	8	-4	-1	-6	1	2	3.4	-1	1
O=C(CCC1CCN(Cc2ccccc2Cl)CC1)NC1CC1	-18	15	-2	-8	-7	-20	1.7	1	-3
CCN(CC)Cc1c(O)ccc2c(=O)c(-c3ccccc3Cl)coc12	6	14	-2	-2	5	14	-0.2	-1	0
CCOC(=O)Cc1csc(NC(=O)c2cccc(N3C(=O)CCC3=O)c2)n1	20	4	1	21	18	11	-0.1	-3	-1
CC1CCN(c2c(NCC3CCC(C(=O)Nc4ccccn4)CC3)c(=O)c2=O)CC1 (stereo not drawn)	-9	16	-3	-3	0	-34	-0.5	-2	0
COc1ccc(NC(=O)C(NC(=O)c2ccccc2)C(C)C)cc1 (stereo not drawn)	10	8	0	0	18	3	1.1	-2	-1
CCc1cc2c(SCC(=O)c3ccc(C)cc3)ncnc2s1	-1	23	0	28	16	7	36	4	2
OCCCn1c(C2CCCN2c2nc(-c3ccc(Cl)cc3)cs2)nc2cc(C(F)(F)F)ccc21 (stereo not drawn)	9	19	-2	4	16	-10	0.8	-8	-1
O=C(/C=C/c1cccs1)c1cc(Cl)ccc1O	26	-23	-5	40	35	-14	1.1	-5	2
CCOC(=O)N1CCN(C(=O)CN(c2cccc(C)c2)S(=O)(=O)c2ccc(C)cc2)CC1	31	16	-2	34	32	13	-0.4	-3	-17
COc1cccc(-c2c(C(=O)N/N=C/c3ccoc3)nnn2-c2nonc2N)c1	15	0	3	-1	-8	8	1.0	0	-2
C=CCSc1nc2ccccc2c2nc(-c3ccccc3)nn12	-5	22	-1	-16	-9	2	1.6	0	-3
COc1ccc(/C=C2\SC(=S)N(CCC(=O)Nc3cccc(O)c3)C2=O)cc1	6	13	1	-11	4	19	0.1	-6	35*
Cn1c(SCC(=O)n2c3c(c4ccccc42)CCCC3)nnc1-c1ccccc1	28	4	-3	16	24	4	11	-1	5
O=C(CSc1ncn(-c2ccccc2)n1)Nc1ccc(Br)cn1	29	75*	-3	4	23	-6	1.7	-1	-1
COc1ccccc1CNC(=O)COC(=O)c1nc(Cl)ccc1Cl	7	10	-5	3	27	-12	-0.6	-2	0
COc1ccc2[nH]c(C(=O)O)c(CCN3C(=O)c4cccc([N+](=O)[O-])c4C3=O)c2c1	-3	-1	7	5	-2	-28	2.9	0	1
COc1ccc(C)c(S(=O)(=O)Nc2ccc(OCC(=O)O)cc2)c1	-7	-3	-2	2	-21	-27	-0.9	-1	1
CCOC(=O)N1CCN(CC(O)COC2CC(C)CC(C)(C)C2)CC1 (stereo not drawn)	-13	23	0	-10	-12	11	-5.5	-3	0
Cc1cc(C)nc(SCc2cn3cc(Cl)ccc3n2)n1	10	23	2	4	21	-12	0.2	0	0
CC(O)C(O)C(O)C(O)C1NCCS1 (stereo not drawn)	-5	22	-2	-3	-11	-9	0.2	1	0
Cc1cccn2cc(-c3ccc(F)cc3)nc12	23	32	-2	17	14	-12	-0.4	-1	-28
CCNC(=O)NC(=O)CSc1nc2ccccc2n1CC(C)C	31	10	1	15	20	6	-1.0	-3	0
CCN(CC)CCCN=Cc1c(O)n(-c2ccccc2C)c(=O)c2ccccc12	-4	13	-1	0	-13	12	1.1	-3	-2
O=[N+]([O-])c1ccc(N2CCN(c3ccc(Cl)nn3)CC2)c(Cl)c1	5	-1	1	2	2	2	4.2	-1	2
O=C(CSc1nnc(Cn2c(=O)sc3ccccc32)n1-c1ccccc1)NCc1ccco1	19	17	-3	9	10	21	-1.4	0	0
Cc1ccc(CNC(=O)Cn2c(=O)c3sccc3n(Cc3cccc([N+](=O)[O-])c3)c2=O)cc1	-2	1	-2	-9	27	26	/	0	/
CC1(NC(=O)CCS(=O)(=O)c2ccc(Cl)cc2)CCS(=O)(=O)C1 (stereo not drawn)	-8	17	-5	2	-15	3	1.9	7	1
CCCCN(C(=O)NC(=O)Nc1cc(C)ccc1C)S(C)(=O)=O	-2	10	-6	-12	6	-27	1.0	-2	-6
CCOC(=O)c1c[nH]n(-c2ccc(C)cc2)c1=O	15	4	-2	-12	7	-17	-0.9	0	-1
COc1ccc2nc(SCC(=O)Nc3nccs3)[nH]c2c1	-13	19	0	1	-1	-4	0.9	-2	-1
CC1OC(OCC2OC(Oc3c(-c4ccc(O)cc4)oc4cc(O)cc(O)c4c3=O)C(O)C(O)C2O)C(O)C(O)C1O (stereo not drawn)	2	4	-5	-5	-8	-6	0.0	3	1
Cc1ccc(C)c(NC(=O)CCc2ccc(C)o2)c1	14	12	1	9	5	7	0.1	-2	0
CCn1c(SCC(=O)Nc2nc(C)c(C(=O)OC)s2)nnc1C(C)C	13	7	-2	14	9	7	2.1	1	-1
CCn1cc(S(=O)(=O)c2cccc(C)c2)c(=O)c2cc(F)c(N3CCN(C)CC3)cc21	8	10	-4	6	14	23	-0.8	-6	2
O=C(CSc1nc(=O)n2ccccc2n1)Nc1ccc2c(c1)OCCO2	28	37	-7	8	2	5	-1.6	-3	3
O=C(O)c1cccc(S(=O)(=O)Nc2ccc([N+](=O)[O-])cc2O)c1	0	9	-6	0	-3	26	-0.2	-3	-4
CCOc1ccc(CCN2C(=O)CCC2(C)C(=O)NC(C)CC)cc1OCC (stereo not drawn)	18	-11	-3	1	4	-13	1.9	-2	0
CC1CN(S(=O)(=O)c2cc(C(=O)N(CCc3ccccc3)Cc3ccccc3)ccc2Cl)CC(C)O1 (stereo not drawn)	12	3	-4	25	19	-26	-1.3	-7	-2
CC(C)CC(=O)N1CCN(c2ccc([N+](=O)[O-])c(NCc3ccccc3)c2)CC1	30	22	-3	33	28	14	18	-3	4
NC(=S)N/N=C\c1ccccc1OCc1ccccc1	53*	39	-1	41*	10	-8	0.5	-3	-2
CC1CCCCC1NC(=O)c1cccc(S(=O)(=O)N2CCN(C)CC2)c1 (stereo not drawn)	-16	-1	0	-7	-4	8	1.5	-2	1
CCOC(=O)CN1C(=O)c2ccccc2Sc2ncccc21	5	15	1	0	11	3	0.3	-1	0

Later entries.
smiles	tim23-1 inh	NALP3 yeast inh	APJ agonist	TIM10 inh	tim10-1 inh	APJ antag	MPTP inh	beta cell repl	NR3A LBD binder
O=C(C1=C(O)C(=O)N(CCCn2ccnc2)C1c1ccc(F)cc1)c1ccco1 (stereo not drawn)	3	9	-6	-4	8	1	-0.4	1	/
O=C1NC[C@H](Cc2ccc(O)cc2)N(CC2CCCCC2)C1=O	11	12	-3	-10	1	28	-0.8	1	1
COc1ccc(-n2c(Cc3cccn3C)nnc2SCC(=O)Nc2cc(Cl)ccc2OC)cc1	9	9	-3	10	23	19	-1.4	-3	-4
COCC(=O)N1CCCC(N(C)CCc2ccc(OC)c(OC)c2)C1 (stereo not drawn)	-11	8	1	-1	-5	1	0.3	0	1
CC(=O)n1cc(/C=N/NC(N)=S)c2ccccc21	-15	-5	0	11	13	5	1.5	-2	-9
C=CCn1c(-c2cccs2)nc2ccccc21	10	26	1	-14	4	1	-4.3	0	2
COc1ccccc1NC(=O)c1cnc(SC)nc1	11	44	-2	0	8	8	-1.5	-3	-1
Cc1ccc(C2(c3ccc(C)cc3)NC(=O)N(CC(=O)NCCCN3CCCC3=O)C2=O)cc1	-2	11	-1	9	-15	-6	-0.8	-3	-1

Whole records, looked up by structure.
Record of Cc1ccc(C2(c3ccc(C)cc3)NC(=O)N(CC(=O)NCCCN3CCCC3=O)C2=O)cc1 = tim23-1 inh: -2; NALP3 yeast inh: 11; APJ agonist: -1; TIM10 inh: 9; tim10-1 inh: -15; APJ antag: -6; MPTP inh: -0.8; beta cell repl: -3; NR3A LBD binder: -1
Record of C=CCn1c(-c2cccs2)nc2ccccc21 = tim23-1 inh: 10; NALP3 yeast inh: 26; APJ agonist: 1; TIM10 inh: -14; tim10-1 inh: 4; APJ antag: 1; MPTP inh: -4.3; beta cell repl: 0; NR3A LBD binder: 2

The list goes on:
smiles	tim23-1 inh	NALP3 yeast inh	APJ agonist	TIM10 inh	tim10-1 inh	APJ antag	MPTP inh	beta cell repl	NR3A LBD binder
CCn1c(SCC(=O)c2[nH]c(C)c(C(C)=O)c2C)nnc1-c1ccncc1	3	9	-3	-10	4	-8	-0.4	-2	-2
CN(C)c1cccc(C(=O)OCC(=O)Nc2ccccc2-c2ccccc2)c1	18	14	-1	17	13	5	14	0	2
O=[N+]([O-])c1ccc(C(=S)N2CCN(c3ccc(F)cc3)CC2)cc1	35	-8	-4	21	43*	10	-2.5	-3	0
CC1(C)CC(N(Cc2ccc(F)cc2)C(=O)c2ccc(F)cc2)CCO1 (stereo not drawn)	14	-13	-4	18	13	9	0.3	2	-3
Cn1c(=O)c(C(=O)CN2CCOCC2)c(N)n(Cc2ccccc2)c1=O	3	-3	0	-2	9	20	7.3	-1	-2
O=C(CN1C(=O)C2C3CCC(C3)C2C1=O)N1CCN(Cc2ccccc2)CC1 (stereo not drawn)	8	17	-4	-9	14	1	-0.5	-1	-2
COCCn1c(=S)[nH]c2cc(C(=O)NCCc3ccc(OC)c(OC)c3)ccc2c1=O	-40	16	-3	-8	0	-2	0.6	-1	0
Cn1c2c(c(=O)n(C)c1=O)C(c1ccccc1Cl)C(C#N)=C(N)O2 (stereo not drawn)	34	10	-3	16	17	12	2.3	0	0
O=C(COC(=O)c1cc(=O)[nH]c2ccccc12)Nc1nc(-c2cccc(Br)c2)cs1	11	-1	1	11	11	2	-0.4	0	11*
COc1ccc2[nH]c(C(O)(Cc3cccnc3)Cc3cccnc3)cc2c1	5	-10	-2	5	15	5	-1.9	0	0
COc1ccccc1C(=O)NCCNC(=O)c1ccco1	2	2	-3	-17	1	-5	1.5	2	-1
Cc1ccc(S(=O)(=O)N(CC(=O)NCc2cccs2)c2ccccc2)cc1	7	-1	-6	5	25	12	1.2	-2	-1
